High-throughput results (PubChem BioAssay)
PAX8 inh HTS: lowers PAX8-driven luciferase in RMG-I cells; inhibition, % at 12.6 µM; actives 1.2% (n = 360,000); RMG-I TPO-luciferase reporter, SteadyGlo, 24 h;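 active = mean replicate inhibition at least 60% with every replicate also reaching 60%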;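 also: luciferase light reporting Pax8 driven TPO promoter activity; plate controls were median of neutral control wells for no effect and mitoxantrone controls for full effect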
miR122 inh: blocks miR-122 activity in Huh7 sensor cells; Huh7 miR-122 Renilla luciferase sensor, 48 h; neutral wells = 0, positive control = 100; activation (reporter increase), % at 12.5 µM; actives 0.3% (n = 340,000);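 active = mean replicate activation score at least 90 and every replicate individually at or above 90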;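 also: higher luciferase means less miR-122 activity so hits act as miR-122 inhibitors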
Casp6 inh: blocks human caspase-6 cleavage activity | actives 0.53% (n = 350,000) | AID 686996 | purified caspase-6, Z-VEID-R110 cleavage fluorescence | P55212 | inhibition, % at 12.5 µM;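 active = mean inhibition across replicates at least about 35%, with every replicate also reaching that limit, limit read from the data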;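 also: 0% = median of neutral control wells and 100% = no fluorescence left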
Target sequence (P55212 24-179 limits assumed): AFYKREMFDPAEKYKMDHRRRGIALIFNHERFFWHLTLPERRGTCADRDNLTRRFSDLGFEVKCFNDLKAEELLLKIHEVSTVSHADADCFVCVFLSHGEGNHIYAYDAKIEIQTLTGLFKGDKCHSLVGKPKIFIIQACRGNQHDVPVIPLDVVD
Target sequence (P55212 194-293 limits assumed): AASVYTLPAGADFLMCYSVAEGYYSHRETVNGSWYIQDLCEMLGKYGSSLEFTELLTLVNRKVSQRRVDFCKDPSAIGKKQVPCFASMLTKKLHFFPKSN
Cneo AK release: Cryptococcus neoformans lysis via adenylate kinase release; C. neoformans lysis, adenylate kinase release luminescence, 4 h; normalised: neutral wells 0, clomiphene wells 100; lysis activity, % at 15 µM; actives 0.2% (n = 360,000); AID 651654;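 active = mean lysis activity across replicates of at least 80%, whatever share of replicates individually reach that level; inactive = mean lysis activity below 80%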
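Test system: log-phase Cryptococcus neoformans yeast cells; Quantity: yeast cell density of 5 × 10^6 cells/mL; Buffer or medium: YPD; Doses: single compound concentration per well; Timing: 4 h at 37 °C static, read 1 h later; Measured by: AK luminescence; Read-out basis: lysis from increased AK signal; Control set: Clomiphene as positive control.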
LGR2 inh: blocks bursicon-induced cAMP signaling via Drosophila LGR2. HEK293 LGR2, CRE-luciferase, bursicon-stimulated, 4 h. inhibition, % at 9.99 µM. actives 0.35% (n = 380,000). AID 720647;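 active = drop in luminescence signal, shown as inhibition above about 50% in the replicate tests, limit read from the data, passing the limit was not always enough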;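 also: agonist challenge used bursicon conditioned medium at about half maximal strength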
FN deposition inh: fibronectin deposition inhibition; AH1F fibroblasts, Alexa488-fibronectin deposition fluorescence, overnight; inhibition, % at 12.6 µM; actives 0.086% (n = 350,000); AID 743247;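 active = mean inhibition across replicates of 30% or more, regardless of how many single replicates reach that level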;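 also: positive control wells lacked labelled fibronectin entirely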
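Assay system: AH1F fibroblasts / Quantity: 10000 cells per well / Medium: DMEM plus 2% serum, read in PBS / Reagent: labelled fibronectin 24 nM / Dosing: single dose, pinned / Times: 1 h cell attachment, overnight exposure to compound and label / Signal: fluorescence, ex 485 nm, em 525 nm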
EWS-Fli block: blocks EWS/Fli oncoprotein-driven transcription; actives 0.67% (n = 350,000); inhibition, % at 12.6 µM; AID 651661; A673 NR0B1-luciferase reporter, viability-normalised;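 active = mean inhibition of at least 50% after viability correction, with every replicate also passing that limit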;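 also: firefly luciferase signal divided by Alamar Blue viability fluorescence both relative to DMSO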
PGC1a acetyl inh: PGC1a acetylation modulation, inhibitor mode; U2OS PGC1a acetylation, AlphaScreen anti-acetyl-lysine; with virally co-expressed GCN5 acetyltransferase; inhibition, % at 15.6 µM; actives 0.17% (n = 350,000); AID 651687;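 active = every replicate shows inhibition of at least 40%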;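 also: 0% = neutral control wells and 100% = positive control wells; some results beyond the cut were filed as inactive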
Starred values were filed as active, the others as inactive; . = not tested or not shown; [ ] = another dose, or the depositor's remark. Hits appear at their usual frequency; any-hit rate near 2.5%.

SMILES	PAX8 inh HTS	miR122 inh	Casp6 inh	Cneo AK release	LGR2 inh	FN deposition inh	EWS-Fli block	PGC1a acetyl inh
O=C(c1cccc(F)c1)N1CCCCN2[C@H](CO)[C@H](c3ccc(-c4ccc(F)cc4)cc3)[C@@H]2C1	6.6	8.6[16.7 µM]	-0.7	0.9	.	.	-3.4	5.4
CCOC(=O)N1CCN(C(=O)C(=O)Nc2sc3c(c2C(=O)O)CC(C)(C)OC3)CC1	10.2	-6.8	-4.5	5.9	12.5	-7.2	1.3	-6.7
O=[N+]([O-])c1ccc(N2CCN(c3ccc(F)cc3)CC2)nc1	0.7	-12.7	0.5	0.0	-5.3	0.0	-2.6	-6.6
CCN(CC)S(=O)(=O)c1ccc(N2CCCC2)c(NS(=O)(=O)c2cccs2)c1	18.5	.	2.6	.	-7.7	1.7	5.6	1.5
O=C(CN1CCN(c2ccc(Cl)cc2)CC1)c1ccccc1	8.3	3.1	-1.7	4.6	-18.9	4.9	-4.3	.
COc1ccc(-c2nc3ccc(Br)cn3c2Cc2ccsc2)cc1OC	-17.4	-6.6	-1.1	1.6	-17.2	-2.6	-17.0	0.2
Cc1ccc(S(=O)(=O)NCCCN2CCOCC2)c(C)c1	.	7.2	.	-1.9	20.6	.	.	7.6
CCOC(=O)c1[nH]c(C(=O)O)c(OC(=O)CC)c1C	-2.5	.	-4.4	-1.0	-13.4	-3.2	-8.2	.
Cc1ccc(/C=N/Nc2ccc(Cl)nn2)cc1	-21.6	.	-3.3	.	-51.6	-3.9	-91.5	-12.8
Cc1cccc(OCC(=O)Nc2nonc2NC(=O)COc2cccc(C)c2)c1	.	-6.6	.	2.1	.	0.0	.	-3.0
CCCN1C[C@@H](C)[C@H](OC)CN(C)C(=O)c2ccc(NC(=O)COC)cc2OC[C@@H]1C	0.4	9.7[16.7 µM]	1.1	-2.9	2.0	-16.1	-13.9	.
CC1=C(C(=O)N(C)C)CC(CC(=O)NCCc2ccccn2)C(=O)N1CCCN1CCCC1=O (configuration not stated)	-5.0	-4.6	2.4	1.4	-17.0	-7.3	-1.2	8.8
Cc1cc(C)c(S(=O)(=O)c2ccccc2C)c(OCCN(C)C)n1	-6.5	-6.5	-6.0	0.3	8.5	0.7	-4.9	6.1
O=C(CCCN1C(=O)/C(=C/c2ccccc2Cl)SC1=S)Nc1ccccn1	37.4	.	.	-1.5	2.6	-0.5	.	.
CCOC(=O)CN(c1cccc(C(C)=O)c1)S(C)(=O)=O	.	-0.3	-2.5	.	-8.1	.	2.2	4.1
Cc1cccnc1Oc1ncccc1N	-4.6	-5.0	-1.6	0.9	0.3	-5.8	-8.5	10.6
COc1cc(C(=O)OCC(=O)N(C)c2ccccc2)cc(OC)c1OC	1.9	.	0.1	-1.1	20.1	1.9	-3.8	.
N#CC(C#N)=Cc1ccc(-c2ccc(S(=O)(=O)N=C(N)N)cc2)o1	-16.6	-3.2	5.5	.	-2.7	-4.1	9.4	-15.3
Cc1nc(C)c(-c2ccc(SCC(=O)Nc3ccc(C)c(Cl)c3)nn2)s1	-5.5	-5.3	-2.0	-1.1	-7.8	-21.8	.	-9.6
COc1ccc(CNC(=O)CCNS(=O)(=O)c2ccc(C)cc2)cc1	1.8	-6.3	.	0.3	.	-0.7	.	-2.4
CC1CCCCC1NC(=O)c1ccc(-n2cncn2)c([N+](=O)[O-])c1 (configuration not stated)	7.3	.	1.5	.	-25.6	3.1	0.7	.
O=C(Nc1nnc(S(=O)(=O)N2CCOCC2)s1)c1ccc(F)cc1	-14.2	-2.1	-1.4	-2.9	-12.9	1.1	-2.7	.
NC(=O)NC(=O)COC(=O)c1sc2ccccc2c1Cl	5.5	.	-3.9	.	2.2	-8.1	2.9	2.5
COc1ccc(N2CCN(Cc3nnnn3C3CCCCC3)CC2)cc1	-11.3	4.0	-1.4	-1.5	-0.3	1.2	-5.8	4.9
CC(=O)N(C)C[C@@H]1Oc2cc(C#CC3CCCC3)ccc2S(=O)(=O)N([C@H](C)CO)C[C@H]1C	-2.6	25.3[16.7 µM]	3.0	-0.7	-4.2	-3.8	24.7	-2.9
Cc1cc([N+](=O)[O-])c(C)cc1-c1ccc(/C=N/NC(=O)Cn2nnnc2N)o1	-12.0	.	-0.9	.	-16.0	-11.8	-5.2	4.9
CN1c2ccc(Br)cc2[C@H]2[C@H](CCN2S(=O)(=O)c2ccccc2F)[C@@H]1CO	1.1	0.6[16.7 µM]	-2.0	5.1	-11.2	-10.7	-1.3	-3.7
COc1cccc(S(=O)(=O)N2CC[C@H]3[C@@H](CO)N(C)c4ccc(C5=CCCCC5)cc4[C@H]32)c1	20.4	3.7[16.7 µM]	.	-17.4	-29.6	9.8	-4.7	16.0
Cc1cc(C)n2nc(SCC(=O)c3cc(C)n(-c4cc(C)on4)c3C)nc2n1	.	-1.3	.	1.0	7.2	-3.9	.	14.6
c1ccc(-n2ncc3c2ncn2cnnc32)cc1	.	2.9	.	1.2	18.3	.	.	5.4

Results in PAX8 inh HTS, PGC1a acetyl inh and FN deposition inh, for four of the compounds above:
structure,PAX8 inh HTS,PGC1a acetyl inh,FN deposition inh
CC1CCCCC1NC(=O)c1ccc(-n2cncn2)c([N+](=O)[O-])c1 (configuration not stated),7.3,.,3.1
O=C(Nc1nnc(S(=O)(=O)N2CCOCC2)s1)c1ccc(F)cc1,-14.2,.,1.1
NC(=O)NC(=O)COC(=O)c1sc2ccccc2c1Cl,5.5,2.5,-8.1
COc1ccc(N2CCN(Cc3nnnn3C3CCCCC3)CC2)cc1,-11.3,4.9,1.2

(next part)
SMILES	PAX8 inh HTS	miR122 inh	Casp6 inh	Cneo AK release	LGR2 inh	FN deposition inh	EWS-Fli block	PGC1a acetyl inh
N#Cc1c(/N=C/c2ccco2)sc2c1CCCCC2	-16.2	-4.7	.	-0.2	.	-7.0	.	0.1
COc1ccc(C(=O)Nc2nc3nc(-c4ccccc4)cc(=O)n3[nH]2)cc1	.	0.2	.	-5.7	.	-5.1	.	7.7
CC(C)(C)OC(=O)N1CCC(c2c(C(=O)NCC3CCN(C4CCCC4)C3)cnn2-c2ccccc2)CC1 (configuration not stated)	-3.0	.	-7.1	6.0	-4.1	0.3	.	.
COC(=O)N/N=C/c1ccc(-c2cc(Cl)cc(Cl)c2)o1	-7.7	3.5	-2.6	3.3	-8.0	-2.5	-1.6	7.1
O=C(CN1CCOCC1)N1CCCCN2[C@@H](CO)[C@@H](c3ccc(-c4ccccc4F)cc3)[C@@H]2C1	-0.7	-1.9[16.7 µM]	1.1	-1.6	8.6	.	-12.3	3.8
Cc1cc(Cl)c(S(=O)(=O)Nc2cccc(O)c2)cc1OCC(N)=O	12.2	.	6.4	.	.	4.2	-47.8	.
O/N=C(\CN1CCCCC1)c1ccccc1	9.9	-7.0	0.3	-0.6	-3.6	1.2	-1.9	0.0
CC(C)CN(C(=O)C1CCCO1)c1c(N)n(CC(C)C)c(=O)[nH]c1=O (configuration not stated)	.	.	0.5	.	5.9	-1.3	1.3	.
CC1(C(=O)NS(=O)(=O)c2cccc(Cl)c2)CCN1C(=O)CC1CCCCC1 (configuration not stated)	.	-5.3	-0.3	-1.4	3.7	1.1	6.0	15.3
O=C(NCCc1cccnc1)c1cc(COc2ccc(F)cc2Cl)on1	-10.5	-4.1	-2.0	0.0	4.1	1.1	.	.
COc1ccc(S(=O)(=O)N(C)C[C@H]2Oc3ccc(N(C)C)cc3CC(=O)N([C@@H](C)CO)C[C@H]2C)cc1	7.5	-7.3[16.7 µM]	-0.7	0.2	-7.3	-4.0	7.6	-7.9
COC(=O)c1ccc(NC(=O)Nc2ccc(OC)cc2)cc1	-43.8	-1.7	1.1	-3.3	-35.7	3.2	-25.9	-11.3
O=C(O)COn1c(-c2ccccc2)nc2ccc([N+](=O)[O-])cc21	-111.4	0.1	43.4*	-6.3	-77.2	.	-64.8	-0.9
CCCSc1nc2c(=O)[nH][nH]c(=O)c2n1Cc1ccccc1	-8.3	-6.4	.	-1.7	.	-0.7	.	1.9
COc1cc2c(cc1OC)CN(Cc1ccccc1)CC2	-21.7	-0.7	-3.1	2.5	-6.6	-10.2	-5.1	10.4
COc1cccc(NC(=O)C[C@H]2CC[C@H]3[C@@H](COc4ccc(NS(=O)(=O)c5cccc(F)c5)cc4C(=O)N3C)O2)c1	0.1	-26.7[16.7 µM]	.	-5.2	2.8	8.5	10.1	-17.2
CN[C@H]1C[C@H]2c3[nH]c4ccc(-c5cccc(C)c5)cc4c3CCN2C[C@H]1[C@H](C)O	23.4	-2.0	-9.1	0.3	2.5	-3.9	14.7	-2.9
COCCNC(=O)CN(c1ccc(C)cc1)S(=O)(=O)c1ccc(SC)cc1	.	-1.8	.	-4.4	-3.0	.	.	-5.0
CCOc1cc(/C=N/NC(=O)C(C)Sc2ccccc2)ccc1O (configuration not stated)	-4.9	.	2.6	.	-10.1	-11.9	-1.7	4.3
O=C(Cn1cc(CNC(=O)C2CCCCC2)nn1)Nc1cc(C(F)(F)F)ccc1Cl	-10.0	4.3	-2.2	-0.8	7.1	6.7	-0.8	.
O=C(Nc1ccc2ncccc2c1)c1ccccc1Cl	12.8	2.7	1.8	-1.5	9.8	2.3	2.1	-2.3
COc1ccccc1N1CCN(C(=S)Nc2cccc(C)c2)CC1	12.3	-9.6	1.2	-0.1	-16.5	-10.5	-4.7	-20.3
CO[C@H]1CN(C)C(=O)c2ccc(NS(=O)(=O)c3ccc(C)cc3)cc2OC[C@H](C)N(Cc2nccs2)C[C@@H]1C	.	.	1.9	.	6.0	-15.2	9.6	-2.1
N#Cc1c(-c2ccccc2)nc(N2CCN(Cc3ccccc3)CC2)[nH]c1=O	13.2	.	0.8	-1.5	-5.6	-3.8	-0.4	-7.0
NS(=O)(=O)c1ccc(CNC(=O)c2cc(-c3ccccc3)nc3ccccc23)cc1	17.6	.	5.3	-1.0	2.6	-6.5	9.3	-1.0
COc1ccc(NC(=O)Nc2ccc3c(c2)C(=O)N([C@H](C)CO)C[C@H](C)[C@@H](CN(C)Cc2ccncc2)OCCCC[C@@H](C)O3)cc1	-6.5	0.9[16.7 µM]	3.6	0.6	-14.2	.	-12.9	-1.6
Cn1c(Oc2ccc(F)cc2F)c(C=O)c2ccccc21	11.0	-4.1	2.5	-1.1	.	8.8	-4.3	11.6
COc1ccc(-c2nc3ccc(Br)cn3c2Cc2cccc(F)c2)cc1OC	-33.4	12.5	2.9	1.2	.	7.2	-4.8	-1.6
COc1ccccc1NC(=O)Cn1cnc2c(oc3ccccc32)c1=O	27.5	3.1	1.3	0.6	-2.1	-16.2	-12.3	-4.1
OCC[C@@H]1C[C@@H](O)[C@H](O)[C@]2(Cc3ccccc3CCO2)O1	-9.4	-3.8	.	-0.6	-2.5	-0.7	-2.3	-2.4
COc1cccc(OCCn2cccc2/C=C2/C(=N)N3OC(C)=CC3=NC2=O)c1	-15.8	0.2	-1.2	-1.6	11.0	4.5	2.2	1.3
CC1=C(C(=O)N(C(C)C)C(C)C)CC(CC(=O)NC(c2ccccc2)c2ccccc2)C(=O)N1CCC1=CCCCC1 (configuration not stated)	42.4	-6.5	1.7	-0.1	17.5	-2.1	4.6	-12.7
CC(NS(=O)(=O)c1ccc([N+](=O)[O-])cc1)C(c1cccs1)N1CCOCC1 (configuration not stated)	1.9	.	0.0	0.0	-13.7	10.4	0.0	.
